ARFGAP1 inhibitor = inhibitors of rat ARFGAP1 GAP activity, primary screen, biochemical, fluorescence polarization, GDP tracer; inhibition, % at 16.5 µM; ADP-ribosylation factor GTPase-activating protein 1 (Rattus norvegicus), Q62848; 360,000 tested, 0.26% active; Arfgap1-stimulated ARF1 GTP hydrolysis, GDP FP detection;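 active = inhibition above a per-plate limit, mean inhibition of low control wells plus 3 SD, cut at about 25% in these data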;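 also: 0% = DMSO wells with enzyme and 100% = wells lacking Arfgap1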
Target sequence (Q62848 1-136 limits assumed): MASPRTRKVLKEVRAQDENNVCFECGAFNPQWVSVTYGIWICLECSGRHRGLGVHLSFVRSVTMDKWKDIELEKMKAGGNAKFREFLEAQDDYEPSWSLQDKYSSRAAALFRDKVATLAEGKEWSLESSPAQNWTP
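Assay system: purified rat His6-Arfgap1 residues 1-136 (GAP domain); Reagent: human Δ17 ARF1 bound to GTP; Dosing: 16.5 µM single point, 1.26% DMSO; Times: GTP hydrolysis reaction 2 h at 25 °C; Signal: FP, GDP Alexa 633 tracer displaced from anti-GDP antibody, 620/688 nm; Measure: % inhibition from polarization.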
mABHD4 FP = ABHD4 inhibitors, primary screen, biochemical, fluorescence polarization, mouse | (Lyso)-N-acylphosphatidylethanolamine lipase (Mus musculus), Q8VD66 | purified mABHD4, FP-Rh probe fluorescence polarization | inhibition, % at 8.92 µM | 370,000 tested, 0.54% active | AID 720543, 2013;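 active = inhibition exceeding the mean over every tested compound plus 3 SD, cut at about 30% in these data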;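 also: 0% = plate median of compound wells and 100% = S159A mutant with DMSO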
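assay system = mABHD4 protein | compound dosing = single nominal dose of 8.92 µM, 0.89% DMSO final | read-out basis = percent inhibition of probe binding, normalized to plate controls | schedule = Enzyme–compound pre-incubation 45 min, then probe 60 min, both 25 °C | detection = fluorescence polarization, excitation 525 nm, emission 598 nm, BODIPY TMR filters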
PG9 binder = binders of HIV-1 gp120 antibody PG9, primary screen, biochemical, TR-FRET; TR-FRET gp120-PG9 antibody binding; 360,000 tested, 0.43% active; inhibition, % at 6.7 µM; HIV-1 gp120 / PG9 antibody interaction; AID 624416, 2012; in the data active = inhibition above about 8.5%
GC-B act = human GC-B receptor activators, primary screen, HEK293 GC-B cells, cGMP TR-FRET, EC30 CNP; Atrial natriuretic peptide receptor 2 (Homo sapiens), P20594; 0% at EC30 CNP, 100% saturating CNP; activation, % at 10 µM; 370,000 tested, 0.11% active;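 active = activation at 10 µM reaching about 35% in either raw or pattern-adjusted values, limit read from the data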
NPR1 activator = GC-A stimulated cGMP production enhancers – HEK293 GC-A cells, cGMP TR-FRET, EC30 ANP, primary screen; Atrial natriuretic peptide receptor 1 (Homo sapiens), P16066; 0% at EC30 ANP, 100% saturating ANP; activation, % at 10 µM; 370,000 tested, 0.14% active; in the data active = activation above about 40%
rCAG RNA binder = binders of r(CAG) RNA repeats, primary screen, biochemical, fluorescence; r(CAG) RNA repeat, TO-PRO-1 dye displacement fluorescence; inhibition, % at 3 µM; 370,000 tested, 1.3% active;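 active = inhibition above the plate cutoff, the mean of all test compounds on that plate plus 3 SD, cut at about 35% in these data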;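 also: 0% = DMSO alone and 100% = 100 µM mitoxantrone as full dye displacement; higher means more dye released from RNA so lower well fluorescence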
HTRA1 inh = HTRA1 serine protease inhibitors, primary screen, biochemical, fluorescence polarization, HTS; inhibition, % at 5.96 µM; 340,000 tested, 0.5% active; Q92743; recombinant HTRA1, FP-rhodamine activity-based probe; AID 504803, 2011; in the data active = inhibition above about 36%;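 also: 0% = enzyme with DMSO and 100% = wells lacking enzyme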
Target sequence (Q92743 whole entry, looked up): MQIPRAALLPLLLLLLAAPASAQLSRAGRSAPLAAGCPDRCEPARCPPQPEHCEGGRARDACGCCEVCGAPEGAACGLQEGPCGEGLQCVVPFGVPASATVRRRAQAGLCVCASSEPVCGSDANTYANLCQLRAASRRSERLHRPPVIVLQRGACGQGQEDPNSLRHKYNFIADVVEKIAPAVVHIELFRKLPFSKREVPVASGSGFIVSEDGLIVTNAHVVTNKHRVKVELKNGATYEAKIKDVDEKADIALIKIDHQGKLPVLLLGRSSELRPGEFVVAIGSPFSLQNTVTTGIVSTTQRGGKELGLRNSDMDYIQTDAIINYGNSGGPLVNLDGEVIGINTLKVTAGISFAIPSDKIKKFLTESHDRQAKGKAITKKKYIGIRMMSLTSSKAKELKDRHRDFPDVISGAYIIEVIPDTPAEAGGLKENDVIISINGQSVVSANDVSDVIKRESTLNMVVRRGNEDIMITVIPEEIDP
NR1D1 modulator = modulators of Rev-erb alpha DNA binding, primary screen, biochemical, FITC-DNA, fluorescence polarization, uHTS; Nuclear receptor subfamily 1 group D member 1 (Homo sapiens), P20393; Rev-erbα–FITC-DNA binding, 90 min; activity, % at 10 µM; 370,000 tested, 0.79% active;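 active = activity above about 14%, limit read from the data; passing the limit was not always enough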;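 also: 0% = DMSO wells with 35 nM protein and 100% = DMSO wells with 750 nM protein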
SMARCA2 activ = SMARCA2 (BRM) function activators, primary screen, cell-based, luminescence, high throughput | MG213 cells, MMTV-luciferase reporter, dexamethasone, overnight | activation, % at 9.1 µM | AID 652017, 2013 | 370,000 tested, 1% active; in the data active = activation above about 7.8%;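 also: 0% = vehicle wells and 100% = reference activator wells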
ASAP1 GAP inh = inhibitors of human ASAP1 ArfGAP activity, primary screen, biochemical, fluorescence polarization; Arf-GAP with SH3 domain, ANK repeat and PH domain-containing protein 1 (Homo sapiens), …; ASAP1-stimulated ARF1 GTP hydrolysis, GDP FP detection; inhibition, % at 16.5 µM; 360,000 tested, 0.19% active; in the data active = inhibition above about 25%;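 also: 0% = vehicle with enzyme and substrate and 100% = no enzyme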
Target sequence (Q9ULH1 325-724 limits assumed): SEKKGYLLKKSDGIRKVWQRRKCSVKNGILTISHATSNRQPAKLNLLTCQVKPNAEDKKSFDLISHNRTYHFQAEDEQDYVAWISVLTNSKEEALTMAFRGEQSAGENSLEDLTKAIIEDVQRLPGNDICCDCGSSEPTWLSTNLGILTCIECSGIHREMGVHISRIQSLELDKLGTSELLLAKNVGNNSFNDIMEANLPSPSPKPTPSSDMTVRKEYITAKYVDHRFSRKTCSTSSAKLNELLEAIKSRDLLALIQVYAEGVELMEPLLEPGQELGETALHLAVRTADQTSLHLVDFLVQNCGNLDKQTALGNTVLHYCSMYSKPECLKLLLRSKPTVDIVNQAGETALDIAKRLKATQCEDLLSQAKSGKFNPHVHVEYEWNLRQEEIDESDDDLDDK
* hit, by the source's call; nt = no result given.

SMILES | ARFGAP1 inhibitor | mABHD4 FP | PG9 binder | GC-B act | NPR1 activator | rCAG RNA binder | HTRA1 inh | NR1D1 modulator | SMARCA2 activ | ASAP1 GAP inh
Cc1ccc(/C=N/NC(=O)CN2CCN(Cc3ccccc3)CC2)s1 | 0 | -1 | -3.7 | -1 | -1 | 3 | 2 | 5 | -3 | 3
O=C(CSc1nc2ccccc2o1)N1N=C(c2cccs2)CC1c1ccc(F)cc1 (configuration not stated) | -3 | -6 | -0.6 | 5 | 0 | 3 | -2 | 1 | -2 | -1
COC(=O)/C=C/C(=O)Nc1cccnc1 | 6 | 1 | -0.5 | -9 | 3 | 0 | 2 | 0 | 3 | -2
CCOCCCNC(=O)C1CCN(S(=O)(=O)c2cc3c(cc2Br)CCN3C(=O)CC)CC1 | nt | 4 | nt | 2 | -1 | 4 | nt | 0 | -3 | nt
COCC(C)N1CCC(Oc2ccc(C(=O)NCc3ccccn3)cc2)CC1 (configuration not stated) | 2 | 8 | 0.9 | 1 | 1 | -10 | -1 | 0 | -1 | 22
NC(=O)c1ccc[n+](CCC[n+]2cccc(C(N)=O)c2)c1 | 0 | 3 | -2.3 | 0 | 17 | -2 | -3 | -2 | -1 | -5
COC(=O)c1c(NC(=O)c2ccc(OC(C)C)cc2)sc2c1CC(C)(C)NC2(C)C | -2 | 1 | -0.9 | -4 | -9 | 3 | -13 | 2 | -1 | 5
Cc1ccc(S(=O)(=O)N2CCCCC2)cc1C(=O)NCCCN1CCOCC1 | -2 | 5 | -2.2 | 0 | 4 | -6 | 0 | 0 | -1 | 7
O=C(/C=C/c1ccc(O)c([N+](=O)[O-])c1)c1ccc2ccccc2c1 | 2 | 21 | 0.7 | -2 | 1 | 42* | 2 | 5 | 1 | 4
CCCCN(C)C(=O)c1sc(=O)n(CC(=O)c2ccccc2OC)c1C | -8 | 3 | 0.8 | -4 | 1 | -2 | nt | 6 | 0 | 8
CCOC(=O)C1=C(c2cccc(F)c2)NC(=S)NC1C (configuration not stated) | 4 | -8 | -0.6 | 11 | 1 | 2 | 1 | -1 | -1 | 16
O=C(Nc1ccccc1)c1ccc(-c2ccccc2Cl)o1 | 5 | -58 | -3.0 | 9 | 0 | 4 | -75 | 3 | 4 | 3
COC(CNC(=O)c1ccc2c(c1)ncn2-c1cccc(C)c1)OC | 2 | 3 | -0.1 | -1 | 0 | -4 | 0 | -5 | -2 | 4
O=C(COC(=O)Cc1ccc(F)cc1)NCCc1ccccc1 | 16 | 2 | -0.4 | 4 | -1 | -7 | 1 | 2 | -2 | 12
CCSc1cc(N2CCOCC2)nc(-c2ccc(Cl)cc2)n1 | -5 | 3 | 0.8 | -6 | -4 | 0 | -1 | 4 | 3 | -6
CCOC(=O)c1c(/N=C/C2=C(O)CC(C)(C)CC2=O)sc2c1CCCC2 | 1 | 1 | -1.0 | 3 | -1 | -3 | nt | -6 | 0 | -7
CC(C)(C)c1ccc(C(=O)Nc2ccc(NC(=O)c3ccco3)cc2)cc1 | 5 | 2 | 0.9 | 0 | -2 | -2 | -12 | 2 | -1 | -10
C[C@@H]1CCC[C@H](C)N1NC(=O)c1ccc(Cl)c(S(N)(=O)=O)c1 | 4 | -5 | -2.5 | -4 | 2 | -2 | 4 | 1 | -7 | 6
COc1ccc2sc(N(CCCN(C)C)C(=O)c3ccc(S(=O)(=O)N4CCCC4)cc3)nc2c1 | 7 | -1 | -2.5 | -7 | -1 | -4 | 2 | -5 | -2 | -1
CN(C)S(=O)(=O)c1cccc(NC(=S)N/N=C/C2CC=CCC2)c1 (configuration not stated) | 2 | 3 | 1.1 | 3 | -1 | 2 | 7 | -2 | 1 | 7
COc1ccc(/C=N/NC(=O)c2cccnc2)cc1Cn1nc([N+](=O)[O-])c(Br)c1C | 3 | -18 | -0.2 | -1 | -5 | 6 | nt | 0 | -4 | 1
Cc1ccc(NC(=O)Cn2c(=O)oc3cc(S(=O)(=O)N4CCC(C)CC4)ccc32)cc1C | 9 | -9 | 2.5 | 3 | 2 | 46* | -4 | -6 | -5 | -17
CCOC(=O)c1ccc2nc(NC(=O)c3cccs3)sc2c1 | 15 | -10 | -0.6 | 3 | 6 | 3 | -10 | 19 | 5 | -16
Cn1c(-c2c(N)n(-c3ccccc3)c3nc4ccccc4nc23)nc2ccccc21 | 16 | 8 | 0.4 | 1 | 6 | 2 | -2 | 1 | 1 | -4
CCc1cccc(CC)c1NC(=S)Nc1cccc(Cl)c1Cl | -3 | -6 | -1.4 | 0 | -11 | -2 | -5 | -5 | 0 | -10

Given as tab-separated lines: entries from further up.
Compound	ARFGAP1 inhibitor	mABHD4 FP	PG9 binder	GC-B act	NPR1 activator	rCAG RNA binder	HTRA1 inh	NR1D1 modulator	SMARCA2 activ	ASAP1 GAP inh
C[C@@H]1CCC[C@H](C)N1NC(=O)c1ccc(Cl)c(S(N)(=O)=O)c1	4	-5	-2.5	-4	2	-2	4	1	-7	6
CCSc1cc(N2CCOCC2)nc(-c2ccc(Cl)cc2)n1	-5	3	0.8	-6	-4	0	-1	4	3	-6

Compound profiles (already shown):
CCOC(=O)c1c(/N=C/C2=C(O)CC(C)(C)CC2=O)sc2c1CCCC2 is listed with ARFGAP1 inhibitor: 1; mABHD4 FP: 1; PG9 binder: -1.0; GC-B act: 3; NPR1 activator: -1; rCAG RNA binder: -3; HTRA1 inh: nt; NR1D1 modulator: -6; SMARCA2 activ: 0; ASAP1 GAP inh: -7
CCOC(=O)c1ccc2nc(NC(=O)c3cccs3)sc2c1 is listed with ARFGAP1 inhibitor: 15; mABHD4 FP: -10; PG9 binder: -0.6; GC-B act: 3; NPR1 activator: 6; rCAG RNA binder: 3; HTRA1 inh: -10; NR1D1 modulator: 19; SMARCA2 activ: 5; ASAP1 GAP inh: -16

Next section
SMILES | ARFGAP1 inhibitor | mABHD4 FP | PG9 binder | GC-B act | NPR1 activator | rCAG RNA binder | HTRA1 inh | NR1D1 modulator | SMARCA2 activ | ASAP1 GAP inh
NS(=O)(=O)c1ccc(NC(=O)CN2CCc3ccccc32)cc1 | 3 | -3 | -4.7 | 1 | 2 | 7 | 2 | 7 | 1 | 7
Cc1cccc(C)c1NC(=O)CN1C(=O)S/C(=C\c2cccn2C)C1=O | 2 | 3 | -1.9 | 0 | 5 | 3 | 10 | -3 | -2 | 7
O=C(NCC1COc2ccccc2O1)c1cccc(S(=O)(=O)N2CCN(c3ccccc3)CC2)c1 (configuration not stated) | 10 | -30 | -0.3 | 1 | -2 | 8 | -24 | 2 | -3 | 9
O=C(CCc1nnc2ccc(NCc3ccco3)nn12)N1CCN(c2ccccc2)CC1 | -2 | 1 | -3.0 | -7 | 0 | 2 | -4 | -4 | -1 | 8
Cc1ccc(C2=NN(C(=O)CSc3nc(N)cc(N)n3)C(c3ccco3)C2)cc1 (configuration not stated) | 13 | -6 | -3.3 | -5 | 2 | 2 | -1 | -4 | -1 | -5
CC(=O)NC(c1ccccc1)c1nc(-c2cccc(F)c2)cs1 (configuration not stated) | -10 | 0 | 2.2 | -4 | 0 | 1 | nt | -8 | -2 | 4
CCN(Cc1ccc(OC)c(F)c1)C(=O)c1oc2ccccc2c1COC | -1 | -4 | 1.7 | 4 | 0 | -1 | -13 | -3 | -1 | -11
O=C(NC1CCCC1)C1CCN(C(=O)c2cc(Cl)ccc2Cl)CC1 | 6 | -6 | -1.1 | 1 | -5 | -2 | 2 | -3 | -3 | -12
Cc1cc(N2CCOCC2)nc2ccc(NC(=O)C3CCCCC3)cc12 | 6 | -11 | -1.1 | 2 | 1 | 0 | nt | -1 | 0 | 8
CC(C)NC(=O)CN1C(=O)CSc2ccc(S(=O)(=O)N3CCCC3)cc21 | -11 | 8 | -3.8 | 8 | 3 | 2 | -2 | -3 | 1 | -9
O=C(C(Cc1ccccc1)N1C(=O)C2C3CCC(C3)C2C1=O)N1CCCCC1 (configuration not stated) | -10 | 5 | -1.7 | 4 | 1 | -5 | -3 | 4 | 1 | -3
O=C(CN1CCN(c2cccc(Cl)c2)CC1)Nc1ccc([N+](=O)[O-])cc1C(=O)Nc1ccccc1F | 5 | 2 | -1.3 | -5 | -6 | 2 | 1 | 4 | 0 | -1
CCc1nnc(NC(=O)CSc2nc(N)c(NC(=O)c3ccc(OC)cc3)c(=O)[nH]2)s1 | 4 | -3 | 0.2 | -10 | 0 | 2 | 2 | -5 | -3 | -7
CCOC(=O)c1c(NC(=O)CN2CCN(C(=O)c3ccco3)CC2)sc(C(N)=O)c1C | 3 | 2 | 0.7 | 1 | -2 | -3 | -5 | 2 | 0 | 0
O=C(CSc1nnc2c(n1)[nH]c1ccccc12)Nc1cccc(S(=O)(=O)N2CCOCC2)c1 | -3 | 2 | 0.1 | -2 | 6 | 8 | 0 | 1 | -1 | 9
O=C(OCC(=O)N1CCN(C(=O)c2ccco2)CC1)c1cc(-c2cccc(Br)c2)nc2ccccc12 | 1 | -47 | -0.3 | -3 | -1 | 12 | -90 | -1 | -1 | 4
O=C(Nc1cccc(F)c1)C1C2C=CC3(CN(CCCN4CCOCC4)C(=O)C13)O2 (configuration not stated) | -4 | 10 | -0.4 | 5 | 1 | 0 | -4 | 1 | -1 | 5
CCCCCc1cc(=O)oc2c(C(CCN(CC)CC)c3ccc(N(C)C)cc3)c(OC)cc(OC)c12 (configuration not stated) | 5 | 22 | -1.8 | -2 | 3 | 4 | 17 | -4 | 0 | -5
Cc1nc(N/N=C/c2ccc(Br)cc2)cc(N2CCOCC2)n1 | 4 | 26 | -1.9 | -9 | -11 | -1 | -3 | 4 | -4 | 8
CC(=O)Nc1cccc(NC(C)=O)n1 | 1 | 1 | -1.1 | 0 | 0 | 0 | 1 | 3 | -5 | 8
COc1ccc(NC(=O)C2CCCNC2)cc1OCC(C)C (configuration not stated) | 8 | -11 | 1.1 | -4 | 3 | 4 | 3 | 6 | -1 | 2
CC(=O)N(C)c1ccc(NC(=O)c2cnn(C)c2)cc1 | -7 | -3 | 0.3 | 4 | 4 | -1 | -3 | 2 | 2 | 7
COc1ccc(CNC(=O)CN2C(=O)C(c3ccccc3)Oc3cccnc32)cc1 (configuration not stated) | -2 | -4 | -0.8 | 5 | 1 | 3 | -4 | -1 | 3 | -3
CCOC(=O)C1=CCC(c2ccc(CC)cc2)N(S(=O)(=O)c2ccc(C)cc2)C1 (configuration not stated) | 16 | -1 | -0.8 | -3 | 0 | 4 | nt | -1 | -5 | -4
Clc1ccc(C(c2nnnn2C2CCCC2)N2CCN(Cc3ccncc3)CC2)cc1 (configuration not stated) | 6 | 3 | -2.3 | -8 | -8 | -6 | 1 | 1 | 1 | -3
CN1CCN(C2CN(Cc3cn(Cc4cccc(Cl)c4)nn3)S(=O)(=O)C2)CC1 (configuration not stated) | -11 | -2 | 0.7 | 6 | 0 | 1 | nt | -2 | -7 | 9
